# Source: PubChem BioAssay (National Center for Advancing Translational Sciences (NCATS))
# NTMT1 inh = blocks human N-terminal methyltransferase 1 activity. Q9BV86. NTMT1 MTase-Glo SAH luminescence, purified enzyme. Potency, µM (top dose mostly 114 µM), inactives show top-dose activity change, negative = inhibition, hits mostly inhibitors. hit rate 2.5% among 59,000. AID 1645870;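 note: potency is the fitted concentration of half-maximal effect; plate controls were DMSO vehicle for no effect and no enzyme for full effect; nearly all actives have a fitted effect of over 65% in size; many of its hits are not listed in these tables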
# Target sequence (Q9BV86 whole entry, looked up): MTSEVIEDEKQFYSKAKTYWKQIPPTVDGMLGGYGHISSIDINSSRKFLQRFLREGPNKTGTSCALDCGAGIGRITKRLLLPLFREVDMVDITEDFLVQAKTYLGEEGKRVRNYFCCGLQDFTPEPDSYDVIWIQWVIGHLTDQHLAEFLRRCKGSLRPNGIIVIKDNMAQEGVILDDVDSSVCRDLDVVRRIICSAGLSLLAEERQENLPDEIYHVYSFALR
# p53null 32C tox = p53 null cell cytotoxicity, permissive temperature; hit rate 0.62% among 55,000; H1299-neo p53 null cells, ATP luminescence, 24 h, 32C; Potency, µM (series often up to 46.1 µM), for the others: top-dose activity change, negative = cytotoxicity, hits mostly cytotoxic;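 note: potency is the fitted concentration of half-maximal effect; 0% = DMSO only and -100% = full killing by 100 µM tamoxifen; nearly all actives have a fitted effect of over 55% in size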
#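 Luminescent ATP readout gave cell viability of p53-null H1299-neo cells after a 24 h compound exposure at the permissive 32C. Titrations ran up to 46 uM, and AC50s were fitted with the standard Hill equation.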
# FH mod = Identification of activators of human fumarate hydratase by quantitative high-throughput screening | Fumarate hydratase, mitochondrial (Homo sapiens), P07954 | FH coupled MDH/diaphorase resazurin fluorescence, 15 min | Potency, µM (doses to about 79.9 µM), for the others: top-dose activity change, negative = inhibition, hits mostly inhibitors | hit rate 0.22% among 54,000; note: potency is the fitted concentration of half-maximal effect; % is set by controls: 0 for no effect and ±100 for the full control effect; the screen sought activators but most active calls are inhibition curves; nearly all actives have a fitted effect of over 45% in size
# B2AR arrestin ag = ADRB2 beta-arrestin recruitment; Potency, µM (highest dose often 46.1 µM), inactives show at the highest dose activation, most hits filed as activators; 44,000 tested, under 10 active; HTLA Tango cells, beta-arrestin recruitment, luciferase luminescence, 18 h; AID 1347077; P07550;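 note: potency is the fitted concentration of half-maximal effect; 0% = DMSO and full agonism = EC100 isoproterenol or metaproterenol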
#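 Ligand-induced beta-arrestin recruitment to recombinant beta2-AR is measured via a tTA-driven luciferase reporter in Tango cells after 18 hr compound exposure at 37 degrees C. Concentrations span up to 46 microM.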
# GALK inhibitor = inhibitors of human galactokinase (GALK); P51570; recombinant GALK, Kinase-Glo ATP luminescence, 1 h; Potency, µM (doses to about 57.5 µM), for the others: top-dose activity, negative = inhibition, actives largely listed as inhibitors; 44,000 tested, under 10 active; AID 1347072;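 note: plate controls were full GALK reaction for no effect and reaction lacking GALK for full effect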
# Target sequence (P51570 whole entry, looked up): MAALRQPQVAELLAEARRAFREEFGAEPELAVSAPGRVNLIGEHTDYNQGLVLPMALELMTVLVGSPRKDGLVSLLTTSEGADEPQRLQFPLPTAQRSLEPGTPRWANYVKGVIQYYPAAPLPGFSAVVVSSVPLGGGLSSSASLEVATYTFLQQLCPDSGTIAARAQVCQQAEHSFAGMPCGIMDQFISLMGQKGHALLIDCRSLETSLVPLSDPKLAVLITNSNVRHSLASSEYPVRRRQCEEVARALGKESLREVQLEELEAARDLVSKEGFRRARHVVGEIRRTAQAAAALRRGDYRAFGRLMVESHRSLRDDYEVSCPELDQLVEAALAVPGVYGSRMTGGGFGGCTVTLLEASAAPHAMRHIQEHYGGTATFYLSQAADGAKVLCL
#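 Luminescent ATP-depletion readout (Kinase-Glo Plus) after 1 h room-temperature incubation of human GALK (5 nM) with galactose 100 µM and ATP 35 µM, pH 8.0 HEPES/Mg2+ buffer; compounds tested in qHTS format.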
# p53null 39C kill = selectivity test: cytotoxicity in p53 null cells, nonpermissive temperature; Potency, µM (series often up to 46.1 µM), without a hit: at the top dose activity, negative = cell killing, actives largely listed as cytotoxic; hit rate 0.97% among 55,000; H1299 p53-null (neo) cells, 39C, ATPlite viability, 24 h;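 note: potency is the fitted concentration of half-maximal effect; 0% = DMSO only and -100% = full killing by 100 µM tamoxifen; nearly all actives have a fitted effect of over 50% in size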
#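 Cells seeded at 600/well, 37C overnight. Compound added (up to 46 uM), plates shifted to 39C for 24 hr. ATPlite added, luminescence read after 20 min at room temperature.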
# TSG101-PTAP inh = inhibitors of HIV-1 PTAP binding to human TSG101, validation; AID 1347069; Fluorescence polarization, FITC-PTAP peptide/Tsg101, 20 min; 44,000 tested, under 10 active; Q99816; Potency, µM (highest dose often 115 µM), without a hit: at the highest dose activity change, negative = inhibition, usual class: inhibitors; note: potency is the fitted concentration of half-maximal effect; 0% is about no effect
#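 Steps: Tsg101 binding domain (10 uM final) in HEPES pH 7.5/NaCl/Tween 20/EDTA/TCEP; add compound; add FITC-PTAP peptide (50 nM final); incubate 20 min r.t.; read polarization.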
# Numbers without * were called inactive; ? = inconclusive; [ ] = dose if it differs, or a comment. Calls come from the whole dose curve; as a rule, active = well fitted curve in the direction sought with a large enough effect; inconclusive = small, poorly fitted or top-dose-only effect, or another doubt; inactive = no such curve, though single readings can be large; an effect the other way counts as inactive or inconclusive.
# Values run as follows: NTMT1 inh | p53null 32C tox | FH mod | B2AR arrestin ag | GALK inhibitor | p53null 39C kill | TSG101-PTAP inh
CCOc1ccc(S(=O)(=O)N2CCC(n3c(C)nc4cccnc43)CC2)cc1
→ -7% | -9% | -12% | -1% | -2% | -4% | -7%
O=C(c1cnc(N2CCCCC2)c2ccccc12)N1CCN(c2ccccc2F)CC1
→ 4% | 18% | ? | 0% | 0% | 4% | -6%
O=C(Nc1nnc(S(=O)(=O)N2CCCC2)s1)c1ccc(F)cc1
→ 9% | 5% | 17% | 0% | -11% | -27% | 4%
CCc1ccc(NC(=O)Cn2c(C(=O)OC)cc3oc(C)cc32)cc1
→ -24% | 3% | -11% | 1% | 5% | -11% | -6%
CCOC(=O)c1cc(S(=O)(=O)N2CCN(c3ccccc3F)CC2)[nH]n1
→ 5% | 4% | -24% | -1% | 1% | 33%[activator] | 1%
COc1ccc(N2CCN(Cc3nc4c(c(=O)[nH]c(=O)n4C)n3Cc3ccc(C)cc3)CC2)cc1
→ -17% | ? | -12% | 1% | 1% | 5% | -7%
Fc1ccccc1N1CCN(c2ncnc3onc(-c4ccc(Cl)cc4)c23)CC1
→ -6% | 1% | -14% | 1% | -2% | -7% | -5%
Cc1ccc2oc(=O)c3cc(C(=O)Nc4ccc(F)cc4F)sc3c2c1
→ 9% | -4% | 5% | 1% | 9% | 5% | 0%
Cc1cccn2c(=O)c(C(=O)N3CCN(c4ccccc4F)CC3)cnc12
→ -4% | -7% | -1% | 0% | -2% | 2% | 6%
Cc1cccc(-c2nnn3c2nc(NCc2ccc4c(c2)OCO4)c2ccccc23)c1
→ -5% | -4% | -13% | 0% | 7% | ? | 0%
CCOC(=O)N1CCc2c(sc3c2c(=O)n(-c2ccc(Cl)cc2)c(=O)n3CC(C)C)C1
→ -3% | -7% | -2% | 0% | 9% | -9% | -1%
Cc1ccccc1-n1nc(CO)c(C(=O)NCCc2ccccc2)n1
→ 5% | -5% | -2% | -1% | 1% | -14% | -3%
O=S(=O)(c1ccc(OC(F)(F)F)cc1)N1CCC(c2nc3ccccc3s2)CC1
→ 6% | -6% | 8% | -1% | 2% | -13% | -5%
COc1cc(Cl)c(NC(=O)CCc2nc3cccnc3n2-c2ccccc2)c(OC)c1
→ 4% | -1% | 3% | 1% | -1% | 13% | -5%
CCOc1ccc(CCNc2ncnc3onc(C)c23)cc1OCC
→ 9% | 2% | -7% | 0% | 2% | -4% | 0%

# Remaining list, next part:
canonical_smiles | NTMT1 inh | p53null 32C tox | FH mod | B2AR arrestin ag | GALK inhibitor | p53null 39C kill | TSG101-PTAP inh
O=C1c2oc3ccccc3c(=O)c2C(c2cccc(Cl)c2)N1c1ccccn1 (stereo not drawn) | -1% | 1% | 8% | 0% | 3% | -11% | -3%
CCOC(=O)c1[nH]c(C)c(C(=O)NCc2cccc(OC)c2)c1C | -5% | 1% | 1% | -2% | 0% | 6% | -4%
Cc1ccc(N2CCN(c3nc4c(S(=O)(=O)c5ccc(C)c(C)c5)nnn4c4ccccc34)CC2)c(C)c1 | -13% | -1% | -5% | 0% | 6% | -2% | -3%
Cc1ccc(NC(=O)Cn2c(=O)n(Cc3ccc4c(c3)OCO4)c(=O)c3ccccc32)c(C)c1 | 0% | 1% | 1% | 0% | 4% | -28% | 2%
Cc1ccc(NC(=O)Cn2ncc3c4ccccc4n(Cc4ccccc4)c3c2=O)cc1Cl | 18% | 4% | -3% | -3% | 8% | -15% | 1%
COc1ccc(NC(=O)Cn2c(=O)n(Cc3ccco3)c(=O)c3sc4ccccc4c32)cc1OC | -24% | -2% | -8% | -2% | 0% | -6% | 2%
CCc1ccc(CNC(=O)c2ccc3nc(SCc4ccc(F)cc4)n(C)c3c2)cc1 | 4% | 8% | -33% | 0% | 4% | 1% | 5%
Cc1c(CC(=O)NCc2ccc(F)cc2)c(=O)oc2cc(O)c(Cl)cc12 | -6% | 5% | -6% | 0% | 9% | ? | -1%
Cc1ccc(C)c(NC(=O)c2nnn(CC(=O)Nc3cccc(C)c3C)c2N)c1 | 5% | 4% | 0% | 1% | 1% | -4% | -1%
Cc1ccccc1OCC(=O)Nc1ccc(-c2nc3ncccc3o2)cc1 | -6% | -3% | 0% | 0% | -2% | -5% | -2%
Cc1c(Cl)cccc1NC(=O)CSc1nc(=O)n(Cc2ccco2)c2c1CCC2 | -16% | 6% | -4% | -3% | 1% | 17% | 1%

# Gathered by group: the entries above with sulfur.
canonical_smiles | NTMT1 inh | p53null 32C tox | FH mod | B2AR arrestin ag | GALK inhibitor | p53null 39C kill | TSG101-PTAP inh
CCOc1ccc(S(=O)(=O)N2CCC(n3c(C)nc4cccnc43)CC2)cc1 | -7% | -9% | -12% | -1% | -2% | -4% | -7%
O=C(Nc1nnc(S(=O)(=O)N2CCCC2)s1)c1ccc(F)cc1 | 9% | 5% | 17% | 0% | -11% | -27% | 4%
CCOC(=O)c1cc(S(=O)(=O)N2CCN(c3ccccc3F)CC2)[nH]n1 | 5% | 4% | -24% | -1% | 1% | 33%[activator] | 1%
Cc1ccc2oc(=O)c3cc(C(=O)Nc4ccc(F)cc4F)sc3c2c1 | 9% | -4% | 5% | 1% | 9% | 5% | 0%
CCOC(=O)N1CCc2c(sc3c2c(=O)n(-c2ccc(Cl)cc2)c(=O)n3CC(C)C)C1 | -3% | -7% | -2% | 0% | 9% | -9% | -1%
O=S(=O)(c1ccc(OC(F)(F)F)cc1)N1CCC(c2nc3ccccc3s2)CC1 | 6% | -6% | 8% | -1% | 2% | -13% | -5%
Cc1ccc(N2CCN(c3nc4c(S(=O)(=O)c5ccc(C)c(C)c5)nnn4c4ccccc34)CC2)c(C)c1 | -13% | -1% | -5% | 0% | 6% | -2% | -3%
COc1ccc(NC(=O)Cn2c(=O)n(Cc3ccco3)c(=O)c3sc4ccccc4c32)cc1OC | -24% | -2% | -8% | -2% | 0% | -6% | 2%
CCc1ccc(CNC(=O)c2ccc3nc(SCc4ccc(F)cc4)n(C)c3c2)cc1 | 4% | 8% | -33% | 0% | 4% | 1% | 5%
Cc1c(Cl)cccc1NC(=O)CSc1nc(=O)n(Cc2ccco2)c2c1CCC2 | -16% | 6% | -4% | -3% | 1% | 17% | 1%

# Not all compounds are listed; the hit share may differ from the screen's.
